MrgX1 antagonist = antagonists of human MrgX1 receptor, primary screen, HEK293 cells, Fluo-4 calcium flux | Mas-related G-protein coupled receptor member X1 (Homo sapiens), Q96LB2 | BAM8-22 antagonism; hits give low values | B-score at 10 µM | 310,000 compounds, 1.3% hits | AID 588676, 2011;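 active means calcium-response B-score plate-corrected more than 3 library SD below zero, starting fluorescence within 5 deviations, no agonist response on first addition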;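 further: peak minus trough fluorescence over baseline after final BAM8-22 challenge near maximal dose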
TRPC6 inh = mouse TRPC6 channel inhibitors, primary screen, cell-based, HEK293, membrane potential dye; ACh-evoked depolarization; hits give low values; B-score at 10 µM; 310,000 compounds, 1.1% hits;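 active means B-score under library mean minus 3 SD, initial fluorescence not abnormally high, positive integrated signal ratio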;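 further: B-score derived from integrated fluorescence ratio over the kinetic read; more negative B-score means stronger inhibition of depolarization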
Target sequence (Q61143 whole entry, looked up): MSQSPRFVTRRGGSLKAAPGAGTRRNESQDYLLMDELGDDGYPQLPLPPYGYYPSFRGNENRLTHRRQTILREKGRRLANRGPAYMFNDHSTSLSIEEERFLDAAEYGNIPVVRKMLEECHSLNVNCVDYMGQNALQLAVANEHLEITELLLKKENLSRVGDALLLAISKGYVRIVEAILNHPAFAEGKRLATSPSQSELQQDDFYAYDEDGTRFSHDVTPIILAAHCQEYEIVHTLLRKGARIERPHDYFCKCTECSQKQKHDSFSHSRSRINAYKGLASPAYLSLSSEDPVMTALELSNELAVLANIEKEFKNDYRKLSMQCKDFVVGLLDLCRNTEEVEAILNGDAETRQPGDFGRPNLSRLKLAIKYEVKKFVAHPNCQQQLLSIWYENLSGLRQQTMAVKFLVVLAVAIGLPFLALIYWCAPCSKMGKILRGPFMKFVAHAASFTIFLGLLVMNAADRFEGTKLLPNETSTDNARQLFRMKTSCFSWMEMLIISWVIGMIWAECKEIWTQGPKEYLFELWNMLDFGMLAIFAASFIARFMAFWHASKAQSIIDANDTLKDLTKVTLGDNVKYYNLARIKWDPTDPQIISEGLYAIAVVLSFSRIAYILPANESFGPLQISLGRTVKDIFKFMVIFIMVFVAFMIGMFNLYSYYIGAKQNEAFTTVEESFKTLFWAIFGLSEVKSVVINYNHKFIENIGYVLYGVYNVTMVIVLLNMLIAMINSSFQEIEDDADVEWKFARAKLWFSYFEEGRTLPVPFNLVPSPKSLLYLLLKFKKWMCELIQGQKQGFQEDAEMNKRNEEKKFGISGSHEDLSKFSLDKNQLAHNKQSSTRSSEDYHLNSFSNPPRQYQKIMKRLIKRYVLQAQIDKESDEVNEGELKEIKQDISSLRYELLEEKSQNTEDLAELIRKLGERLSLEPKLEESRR
TRPC4 potent = positive allosteric modulators of TRPC4, primary screen, cell-based, mouse TRPC4beta, HEK293 mu-opioid, Fluo-4 calcium | 310,000 compounds, 0.42% hits | Short transient receptor potential channel 4 (Mus musculus), Q9QUQ5 | DAMGO EC20, Fluo-4 Ca2+ flux; hits give high values | B-score at 10 µM;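 active means B-score of calcium response area above 5 SD of library B-scores, with initial fluorescence ratio within 5 SD of library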;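 further: B-score of integrated fluorescence ratio over time as area under calcium response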
TRPC6 activator = mouse TRPC6 channel activators, primary screen, cell-based, HEK293, membrane potential dye; HEK293-TRPC6 membrane potential dye fluorescence; hits give high values; B-score at 10 µM; 310,000 compounds, 0.13% hits;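 active means B-score of the integrated fluorescence ratio above library mean plus 3 SD, and starting fluorescence ratio within library mean plus 5 SD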;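 further: higher score means more depolarization so channel activation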
HIF activator = HIF pathway transcriptional activators, primary screen, cell-based, U2OS HRE-luciferase, luminescence; AID 1910, 2009; U2OS HRE-luciferase reporter; normalized: DMSO 0%, desferrioxamine 100%; activation, % at 7.5 µM (by protocol); 300,000 compounds, 0.32% hits;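 active means mean activation of at least 10% of the iron chelator positive control signal, with at least half of replicates also reaching 10%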
MrgX1 allo act = positive allosteric modulators of MrgX1, primary screen, HEK293 cells, Fluo-4 calcium flux. Mas-related G-protein coupled receptor member X1 (Homo sapiens), Q96LB2. B-score at 10 µM. AID 588675, 2011. 310,000 compounds, 0.63% hits. FDSS; hits give high values;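 active means plate-corrected calcium response at least 3 library SD above typical, normal starting fluorescence, not activating the receptor alone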;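 further: compound read alongside a low EC10 to EC30 dose of BAM8-22 agonist; peak minus trough fluorescence over baseline measured at the second addition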
TRPC4 agonist = activators of mouse TRPC4 channel, primary screen, Fluo4 calcium, HEK293 TRPC4beta/mu-opioid cells; Short transient receptor potential channel 4 (Mus musculus), Q9QUQ5; Fluo4 calcium fluorescence; hits give high values; B-score at 10 µM; 310,000 compounds, 0.49% hits;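 active means B-score above 5 SD of library B-scores, and initial fluorescence ratio not above library mean plus 5 SD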;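 further: positive B-score marks a calcium rise read as TRPC4 activation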
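Assay system: HEK293 cells stably co-expressing mouse TRPC4beta and mu-opioid receptor / Timing: Fluo4 dye loading 45 min at room temperature, 110 s recording / Signal: Fluo4 calcium-sensitive dye fluorescence, kinetic, 1 Hz baseline / Read-out: integrated baseline-normalised fluorescence ratio, converted to per-well B score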
AI-2 QS modul = Vibrio harveyi AI-2 quorum sensing modulators, primary screen, JMH597 strain, luminescence/OD600 ratio. Vibrio harveyi JMH597 AI-2 luminescence/OD600 ratio, 9 h; hits give low values; strain lacks LuxN and CqsS sensors; 0 = neutral-control median. activity change, % at 7.5 µM. 300,000 compounds, 0.4% hits; in the data active means activity change below about -75%, passing the limit was not always enough;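 further: luminescence divided by OD600 gain over 9 h not by final OD600 alone; inactives centre near 13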
MrgX1 agonist = agonists of human MrgX1 receptor, primary screen, HEK293 cells, Fluo-4 calcium flux; 310,000 compounds, 0.44% hits; Mas-related G-protein coupled receptor member X1 (Homo sapiens), Q96LB2; Fluo-4 calcium fluorescence, agonist mode; hits give high values; B-score at 10 µM;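 active means calcium response B-score plate-corrected fluorescence ratio at least 3 library SD, with starting fluorescence B-score inside 5 SD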
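Test system: HEK293 cells stably expressing human MrgX1 receptor; Input: fifteen thousand cells per well; Dosing: compound delivered in addition one of three; Schedule: overnight seeding, then 1 h dark dye loading; Technique: Fluo-4 NW calcium fluorescence; Measure: B-scored fluorescence response ratio; Controls: positive and negative controls per plate.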
TRPC4 inh = inhibitors of mouse TRPC4 channel, primary screen, Fluo4 calcium, HEK293 TRPC4beta/mu-opioid cells; Short transient receptor potential channel 4 (Mus musculus), Q9QUQ5; DAMGO-evoked Fluo4 calcium flux; hits give low values; B-score at 10 µM; 300,000 compounds, 0.39% hits; AID 2247, 2010;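 active means B-score over 3 SD under the library average, no early fluorescence shift, positive overall ratio signal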
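Test system – stable TRPC4beta/mu-opioid receptor HEK293 cells · Probe or stimulus – DAMGO, a submaximal dose followed by a maximal one · Dosing – one concentration per compound · Signal – Fluo4 calcium fluorescence by kinetic imaging, 5 s 1 Hz baseline · Evaluation – per-well B score of integrated baseline-normalized Fluo4 ratio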
PolyA inhibitor = polyadenylation inhibitors in yeast reporter cells, primary screen, luminescence, S. cerevisiae; S. cerevisiae SKY197-pL101 polyadenylation reporter, beta-gal luminescence; efflux-impaired pdr1/pdr3 knockout yeast; score 100 = 6 SD above DMSO; calls only at 12 µM; 300,000 compounds, 0.02% hits;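 active means lowest replicate activity score at least 50, where 100 means six control SD above control mean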;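 further: yeast exposed to compound for 9 h at 30 °C; higher score means more reporter readthrough which indicates perturbed polyadenylation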
Starred values were filed as active, the others as inactive; i = inactive; . = no result given.

SMILES	MrgX1 antagonist	TRPC6 inh	TRPC4 potent	TRPC6 activator	HIF activator	MrgX1 allo act	TRPC4 agonist	AI-2 QS modul	MrgX1 agonist	TRPC4 inh	PolyA inhibitor
CCOC(=O)CSc1c(-c2ccc(Cl)cc2)[nH]c2ccccc12	i	i	i	i	0.2	i	i	56	i	i	i
COc1ccc(N2C(=O)C(F)(F)C2c2ccccc2F)cc1 (stereo unspecified)	.	i	i	i	-0.5	.	i	18	.	i	i
CC(C)=C1C(=O)NN(c2ccc(F)c(Cl)c2)C1=O	i	i	i	i	-0.2	i	i	35	i	i	i
COc1ccccc1/C=C/C=N/NC(=O)c1cccs1	i	i	i	i	5.4	i	i	13	i	i	i
O=C(O)CCNC(=O)OCC1c2ccccc2-c2ccccc21	i	i	i	i	-3.0	i	i	11	i	i	i
O=c1c2ccccc2nnn1CSc1nnc(C2COc3ccccc3O2)n1-c1ccccc1 (stereo unspecified)	i	i	i	i	-0.3	i	i	26	i	i	i
CN1CCN(C(=O)Nc2ccccc2CC[N+](=O)[O-])CC1	i	i	i	i	1.0	i	i	8	i	i	i
CCOC(=O)Nc1nc(-c2ccccc2)c(C(=O)c2ccc(Cl)cc2)s1	i	i	i	i	0.2	i	i	14	i	i	i
Nc1cc(=O)[nH]c(SCC(=O)Nc2ccc(Br)cc2)n1	i	i	i	i	-0.1	i	i	23	i	i	i
COC(=O)c1ccc(C(=O)OC)c(NC(=O)CSCc2ccc(Br)cc2)c1	i	i	i	i	0.1	i	i	11	i	i	i
COc1cccc(CNC(=O)C(=O)NCCC2CCCCN2S(=O)(=O)c2ccc(C)cc2)c1 (stereo unspecified)	i	i	i	i	1.4	i	i	11	i	i	i
COc1ccc(C(O)(CCc2ccccc2)CCN2CCCCC2)cc1 (stereo unspecified)	i	i	i	i	-0.1	i	i	34	i	i	i
O=C(Cc1ccc(F)cc1)N(c1ccc(F)cc1)C1C=CS(=O)(=O)C1 (stereo unspecified)	i	i	i	i	0.1	i	i	21	i	i	i
CN(Cc1c(C(=O)N/N=C/c2cccc(Cl)c2)nnn1-c1nonc1N)c1ccccc1	i	i	i	i	0.3	i	i	18	i	i	i
Cc1ccc2nc(-c3cc(N)cc(N)c3)oc2c1	i	i	i	i	-2.7	i	i	21	i	i	i
CC(C)C1C(C#N)=C(N)Oc2n[nH]c(-c3ccccc3)c21 (stereo unspecified)	i	i	i	i	-0.4	i	i	20	i	i	i
CC(=O)c1cccc(NC(=O)CSCc2ccccc2)c1	i	i	i	i	2.1	i	i	5	i	i	i
Cc1cccc(C)c1NC(=O)CN(C)C(=O)CSC(=S)N1CCCC1	i	i	i	i	-28	i	i	48	i	i	i
O=C(NCCCl)Nc1cccnc1Cl	i	i	i	i	0.3	i	i	8	i	i	i
Cc1ccc(/C=C/c2nc3ccccc3[nH]2)o1	i	i	i	i	0.0	i	i	39	i	i	i
CCOc1cc(C=O)ccc1OCCCN1C(=O)NC(C)(C)C1=O	i	i	i	i	-0.1	i	i	-2	i	i	i
Cc1scc(C(=O)N/N=C/c2ccc(OC(C)C)cc2)c1C	i	i	i	i	3.5	i	i	11	i	i	i
O=C(CSc1nccn1-c1ccccc1)NCc1ccc(F)cc1	i	i	i	i	0.3	i	i	4	i	i	i
CN(CC(=O)Nc1cccc(Cl)c1)S(=O)(=O)c1ccc2[nH]c(=O)oc2c1	i	i	i	i	0.3	i	i	14	i	i	i
CCOc1cc(N2CCOCC2)c(OCC)cc1NC(=O)c1ccc(S(=O)(=O)N(C)C)cc1	i	i	i	i	-0.2	i	i	10	i	i	i
C=C(C)CSc1nc2ccccc2[nH]1	i	i	i	i	1.1	i	i	13	i	i	i
COc1ccc(NC(=O)C(Sc2nnc3ccccn23)c2ccccc2)cc1Cl (stereo unspecified)	i	i	i	i	-0.4	i	i	23	i	i	i
CCN(CC)CCn1c(SCC(=O)NCCC2=CCCCC2)nc2c(sc3ccccc32)c1=O	i	i	i	i	-0.1	i	i	6	i	i	i
COc1ccc(-c2c(NC(C)=O)n(C)c3ccccc3c2=O)cc1	i	i	i	i	0.1	i	i	20	i	i	i
COC(=O)C(C)NC(=O)C12CC3CC(C1)CC(c1ccc(C)cc1)(C3)C2 (stereo unspecified)	i	i	i	i	0.3	i	i	16	i	i	i
NC(=O)CSc1nnc(Cc2ccc3c(c2)OCO3)o1	i	i	i	i	-0.5	i	i	9	i	i	i
COc1ccc(C=O)cc1COc1c(F)c(F)cc(F)c1F	i	i	i	i	-0.2	i	i	8	i	i	i
O=C(O)c1ccccc1C(=O)NC1=NN(c2ccccc2)CC1	i	i	i	i	1.1	i	i	13	i	i	i
Nc1cc(=O)[nH]c(SCc2csc(-c3ccccc3)n2)n1	i	i	i	i	-0.4	i	i	31	i	i	i
CCCNC(=O)CSc1nc(COc2ccccc2)nc2ccccc12	i	i	i	i	0.1	i	i	20	i	i	i
Cc1cccc(C)c1NC(=O)CNC(=O)C(Cc1ccccc1)NC(=O)c1ccccc1 (stereo unspecified)	i	i	i	i	0.0	i	i	9	i	i	i
O=S(=O)(N1CCCCCC1)N1CCNCC1	i	i	i	i	-2.2	i	i	25	i	i	i
Cc1ccc2c(c1)NC(=O)C(CC(=O)Nc1ccc(Br)c(C)c1)O2 (stereo unspecified)	i	i	i	i	-0.7	i	i	13	i	i	i
CCN1CCN(CC(=O)N2N=C(c3cccs3)CC2c2ccc(OC)cc2)C(=O)C1=O (stereo unspecified)	i	i	i	i	-0.4	i	i	31	i	i	i
COc1ccc(CNC(=O)CCCCCNC(=O)N2CCn3c2nc2ccccc23)cc1	i	i	i	i	-0.1	i	i	8	i	i	i

Copied from the list.
AI-2 QS modul, NC(=O)CSc1nnc(Cc2ccc3c(c2)OCO3)o1 = 9
AI-2 QS modul, CCOc1cc(N2CCOCC2)c(OCC)cc1NC(=O)c1ccc(S(=O)(=O)N(C)C)cc1 = 10

(next part)
SMILES	MrgX1 antagonist	TRPC6 inh	TRPC4 potent	TRPC6 activator	HIF activator	MrgX1 allo act	TRPC4 agonist	AI-2 QS modul	MrgX1 agonist	TRPC4 inh	PolyA inhibitor
O=C(CCCn1c(=S)[nH]c2cc3c(cc2c1=O)OCO3)NCCc1ccccc1Cl	i	i	i	i	1.1	i	i	15	i	i	i
O=C(Cc1ccccc1)N/N=C/c1ccc2c(c1)OCO2	i	i	i	i	1.7	i	i	5	i	i	i
CCC1(c2ccc(Cl)cc2)NC(=S)N(c2ccc(C)c(C)c2)N1 (stereo unspecified)	i	i	i	i	0.6	i	i	4	i	i	i
Cc1ccc(NC(=O)CCCn2c(=O)oc3ccccc32)c(O)c1	i	i	i	i	0.1	i	i	23	i	i	i
CSc1nc2c(c(=O)[nH]c(=O)n2C)n1Cc1ccccc1Cl	i	i	i	i	-0.7	i	i	73	i	i	i
O=c1[nH]c(O)c(C=Nc2ccc(Cl)cc2Cl)c(=O)[nH]1	.	i	i	i	-1.0	.	i	25	.	i	i
CCNC(=S)N1CCC(c2nc3ccccc3s2)CC1	i	i	i	i	0.3	i	i	5	i	i	i
CCCC(OC(=O)CN1C(=O)COc2ccccc21)C(=O)NC1CCCC1 (stereo unspecified)	i	i	i	i	0.0	i	i	10	i	i	i
O=C(CC1C(=O)NCCN1Cc1ccc(-c2ccccc2)cc1)NCCc1ccccn1 (stereo unspecified)	i	i	i	i	0.5	i	130*	15	i	i	i
CCCC(=O)Nc1ccc(NC(=O)C2CC2)cn1	i	i	i	i	-0.8	i	i	28	i	i	i
CC(C)c1c(O)c2c(n(-c3ccccc3)c1=O)CCCC2	i	i	i	i	.	i	i	-1	i	i	i
CCOC(=O)CNC(=O)CSc1nnc(Cn2c(=O)sc3ccccc32)n1C	i	i	i	i	0.0	i	i	15	i	i	i
Cc1oc(-c2ccccc2F)nc1CS(=O)CC(=O)NCc1ccccn1 (stereo unspecified)	i	i	i	i	0.0	i	i	5	i	i	i
C=C1CCN([C@@H](CC(C)C)C(=O)N2CCCC2)S(=O)(=O)c2ccccc21	i	i	i	i	-0.3	i	i	16	i	i	i
O=C(C1=C[C@H](c2ccc(Br)cc2)C[C@H](OCc2ccc(CO)cc2)O1)N1CCN(Cc2ccc3c(c2)OCO3)CC1	i	i	i	i	0.6	i	i	11	i	i	i
Cc1nn(-c2ccc(F)cc2)c2sc(C(=O)O)cc12	i	i	i	i	-0.2	i	i	16	i	i	i
CC1CC(=O)NN=C1c1ccc(NCCO)c([N+](=O)[O-])c1 (stereo unspecified)	i	i	i	i	0.2	i	i	26	i	i	i
CCOC(=O)c1c(NC(=O)COC(=O)c2nc(Cl)ccc2Cl)sc(C(=O)N(C)C)c1C	i	i	i	i	-0.1	i	i	0	i	i	i
CCOC(=O)N1CCN(CC(O)COc2ccc(OC)cc2C(C)(C)C)CC1 (stereo unspecified)	i	i	i	i	-0.2	i	i	6	i	i	i
O=C(NCCSc1ncc(-c2ccccc2)[nH]1)c1ccco1	i	i	i	i	2.3	i	i	14	i	i	i
Cc1ccc(/C=N/n2cnc3sc(-c4ccccc4)cc3c2=O)o1	i	i	i	i	-14	i	i	-2	i	i	i
O=C(NN1CCOCC1)c1cn(-c2ccccc2)nc1-c1cccs1	i	i	i	i	-0.5	i	i	7	i	i	i

Bioassay records deposited in PubChem by several laboratories.

Not all compounds are listed; count on the stated rates, not on these rows.
